TexasRed fluor: alters Texas Red total fluorescence, flagging assay interference. TRb/SRC2 Texas Red total fluorescence interference. Potency, µM (doses to about 106 µM), without a hit: at the highest dose fluorescence change, negative = quenching. hit rate 0.29% among 280,000. AID 1479; active = well fitted curve in either direction with a large enough effect; inconclusive = small, poorly fitted or top-dose-only effect
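Human TRβ ligand-binding domain (0.6 uM) and Texas Red SRC2 peptide (20 nM) in Tris buffer with 1 uM T3 and 5% DMSO were incubated with pinned compound for 5 hr at ambient temperature. Total fluorescence was computed as S + 2P (555/632 nm).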
TRb-SRC2 inh: disrupts binding of human TR beta to SRC2 | hit rate 0.065% among 280,000 | P10828 | TRbeta-SRC2 peptide binding, fluorescence polarization; receptor liganded with 1 µM T3 | Potency, µM (series often up to 106 µM), for inactives: top-dose activity change, negative = inhibition, usual class: inhibitors | AID 1469; active = well fitted inhibition curve with a large enough effect; inconclusive = small, poorly fitted or top-dose-only effect, or effect the other way;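 also: plate controls were bound peptide for no effect and peptide without receptor for full effect; nearly all actives have a fitted effect of over 50% in size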
Target sequence (P10828 whole entry, looked up): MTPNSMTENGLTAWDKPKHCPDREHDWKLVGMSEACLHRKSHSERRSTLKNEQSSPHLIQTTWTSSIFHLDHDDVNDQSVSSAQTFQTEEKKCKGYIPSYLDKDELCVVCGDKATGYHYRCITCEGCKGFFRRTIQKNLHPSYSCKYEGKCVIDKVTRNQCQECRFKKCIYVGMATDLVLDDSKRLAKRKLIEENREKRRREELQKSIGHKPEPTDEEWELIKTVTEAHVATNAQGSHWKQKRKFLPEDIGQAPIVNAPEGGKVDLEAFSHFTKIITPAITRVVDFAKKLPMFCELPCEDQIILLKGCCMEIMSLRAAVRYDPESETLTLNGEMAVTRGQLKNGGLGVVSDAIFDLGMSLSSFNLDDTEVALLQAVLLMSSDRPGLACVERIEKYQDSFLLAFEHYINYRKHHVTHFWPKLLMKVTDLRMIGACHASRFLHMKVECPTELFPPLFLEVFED
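A fluorescence polarization screen tested compounds at multiple concentrations against complex formation between 0.6 uM TRb ligand-binding domain and 20 nM Texas Red SRC2 peptide, with 1 uM T3 present; readout after 5 hr.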
An asterisk follows results filed as active; ? = inconclusive; [ ] = dose if it differs, or a comment. Unless noted, % is scaled to controls: 0 for no effect and ±100 for the full control effect; potency is read from the fitted curve at half-maximal effect. Not all compounds are listed; rates above refer to the full screens.

The opening 7 entries as a preview:
SMILES	TexasRed fluor	TRb-SRC2 inh
COc1ccc(Cl)cc1NC(=O)C(C)n1c(=O)cc(C(F)(F)F)c2c(C)nn(C)c21 (centres undefined)	?	-12%
CCOc1ccc(Cn2c(CNS(=O)(=O)c3ccc(Cl)s3)nc3cccnc32)cc1	-32%	2%
Cc1c(-c2ccccc2)c(=O)oc2c(CN3CCOCC3)c(O)ccc12	-2%	-1%
CC(=O)N1c2ccc(S(=O)(=O)N3CCCCCC3)cc2CC1C(=O)NC(C)C (centres undefined)	-2%	3%
CCOc1cc(C(=O)NCCc2sc(-c3ccc(F)cc3)nc2C)cc(OCC)c1OCC	-18%	4%
COc1ccc(-c2noc(C3CC(=O)N(c4ccc5c(c4)OCCO5)C3)n2)c(OC)c1 (centres undefined)	0%	1%
COc1ccc(N2CCN(C(=O)CSc3n[nH]c(-c4ccccc4Cl)n3)CC2)cc1	-1%	-11%

Main list, from the first entry:
SMILES	TexasRed fluor	TRb-SRC2 inh
COc1ccc(Cl)cc1NC(=O)C(C)n1c(=O)cc(C(F)(F)F)c2c(C)nn(C)c21 (centres undefined)	?	-12%
CCOc1ccc(Cn2c(CNS(=O)(=O)c3ccc(Cl)s3)nc3cccnc32)cc1	-32%	2%
Cc1c(-c2ccccc2)c(=O)oc2c(CN3CCOCC3)c(O)ccc12	-2%	-1%
CC(=O)N1c2ccc(S(=O)(=O)N3CCCCCC3)cc2CC1C(=O)NC(C)C (centres undefined)	-2%	3%
CCOc1cc(C(=O)NCCc2sc(-c3ccc(F)cc3)nc2C)cc(OCC)c1OCC	-18%	4%
COc1ccc(-c2noc(C3CC(=O)N(c4ccc5c(c4)OCCO5)C3)n2)c(OC)c1 (centres undefined)	0%	1%
COc1ccc(N2CCN(C(=O)CSc3n[nH]c(-c4ccccc4Cl)n3)CC2)cc1	-1%	-11%
Cc1ccc(NC(=O)Nc2nc3c(s2)CCCCCC3)cc1C	-5%	-3%
Cc1ccc(C)c(Nc2nn3c(=O)c4ccc(C(=O)NCc5ccccc5)cc4nc3s2)c1	-2%	4%
O=C(c1cccs1)N(Cc1cccnc1)c1nc2ccc(F)cc2s1	1%	-3%
COc1ccc(-c2nc(CSCC(=O)N3CCN(c4cccc(C)c4C)CC3)c(C)o2)cc1OC	-1%	-5%
Cc1cccc(CNC(=O)c2ccc(-c3nc(CS(=O)(=O)c4ccccc4)c(C)o3)cc2)c1	1%	1%
CC(=O)N1c2ccccc2CC1C(=O)N1CCN(c2ccccc2)CC1 (centres undefined)	-1%	-3%
Cc1nc2c(C(=O)NC(C)c3ccccc3)cnn2c(C)c1Cc1ccccc1 (centres undefined)	-1%	0%
COc1cccc(N2CCN(C(=O)c3cc4c(=O)n(Cc5ccco5)ccc4nc3C)CC2)c1	0%	4%
O=C(NC1CC(=O)N(c2ccc(F)cc2)C1)c1cc2ccccc2o1 (centres undefined)	0%	1%
COc1ccccc1NC(=O)Cn1c(SCC(=O)NCc2ccccc2)nc2ccccc21	-1%	2%
COC(=O)c1c(SC)nc2ccccc2c1OCc1ccccc1Cl	-2%	3%
CCOc1ccc(NC(=O)C2CCN(S(=O)(=O)c3c(C)noc3/C=C/c3c(C)cc(C)cc3C)CC2)cc1	-4%	2%
COC(=O)c1scc(-c2ccc(C)cc2)c1S(=O)(=O)Nc1cc(C)c(Cl)cc1OC	-61%	-16%
Cc1ccc(NS(=O)(=O)c2ccc3c(c2)CCCN3C(=O)C2CCC2)cc1Cl	?	-2%
O=C(Nc1cccc(C(F)(F)F)c1)c1cnn(-c2cccc(F)c2)c1C1CCNCC1	2%	2%
CN(Cc1ccccc1)Cc1ccccc1	-1%	-2%
Cc1ccc(Cc2nc3ccccc3nc2SCC(=O)N2CCN(c3ccccc3F)CC2)cc1	1%	5%
COc1ccccc1CNC(=O)c1cc2c(=O)n(Cc3cccs3)ccc2nc1C	-24%	3%

Carrying on.
SMILES	TexasRed fluor	TRb-SRC2 inh
Cc1nc(N2CCOCC2)c2c(C(=O)NCc3ccc(Cl)cc3)c(C)oc2n1	1%	-10%
CCCCCCCCOc1ccc(C(=O)c2ccccc2)c(O)c1	1%[201 µM]	7%[201 µM]
O=c1c(N2CCCCC2)csc2ccc(F)cc12	0%	10%
COc1cc(NC(=O)c2cc(C3CC3)nc3c2c(C)nn3-c2ccc(C)cc2)cc(OC)c1	-5%	7%
CCOc1ccccc1CNC(=O)C1CCN(S(=O)(=O)c2c(C)noc2/C=C/c2ccccc2F)CC1	0%	1%
Cc1cccc(-n2c(SCC(=O)Nc3ccccc3Cl)nc3n[nH]c(C)c3c2=N)c1	0%	1%
Cc1cccc(N2CCN(C(=O)c3ccc(NC(=O)c4nsc5ccccc45)cc3)CC2)c1C	1%	-4%
CC(=O)c1ccc(N2CCN(S(=O)(=O)c3ccc(-c4cc(C)no4)s3)CC2)cc1	1%	3%
CCOc1ccc(C(=O)Nc2ccc(-c3nc4ccccc4s3)c(C)c2)cc1OCC	0%	-6%
COc1ccccc1CNC(=O)C1CCN(c2nc3ccc(C)cc3[nH]2)CC1	-2%	-3%
Cc1ccc(S(=O)(=O)N2CCCc3cc(NC(=O)c4ccc(Cl)cc4)ccc32)cc1	0%	0%
Cc1c(C(=O)Nc2ccc(F)cc2)oc2ccc(S(=O)(=O)N3CCCCCC3)cc12	-3%	3%
O=C(NC1CC(=O)N(c2ccc(Cl)cc2)C1)C(=O)c1c[nH]c2ccccc12 (centres undefined)	0%	0%
O=C(CSc1nc2ccccc2c2nc(-c3ccccc3)nn12)Nc1ccc(F)cc1	-1%	-5%
O=C(NCC1CCN(Cc2cccc(F)c2)CC1)c1cc2ccc3cccnc3c2[nH]1	1%	-4%
CCc1ccc(S(=O)(=O)NCc2nc3cccnc3n2Cc2cccc(OC)c2)cc1	-3%	1%
COc1ccc(C)cc1NC(=O)CN1C(=O)CCc2cc(S(=O)(=O)N3CCOCC3)ccc21	1%	3%
Cc1ccc(C)c(NC(=O)CSc2nnc3[nH]c(=O)cc(-c4ccccc4)n23)c1	0%	-4%
CC(C)C(=O)Nc1ccccc1C(=O)OCc1cc(=O)n2nc(C3CC3)sc2n1	-3%	14%
COc1ccc(CNC(=O)C2CCN(S(=O)(=O)c3cn(C)cn3)CC2)cc1	0%	1%
CN1CCN(C(c2ccccc2Cl)c2sc3nc(-c4ccco4)nn3c2O)CC1 (centres undefined)	1%	-12%
CCN(Cc1ccccc1)C(=O)Cn1c(=O)n(-c2ccc(Cl)c(Cl)c2)c(=O)c2c(C)c(C(=O)N(C)C)sc21	-1%	4%
COc1ccc2c(c1)c(N1CCCC1=O)c(C(=O)Nc1ccccc1C(F)(F)F)n2C	0%	-1%
O=C(NCc1ccccc1F)C(=O)NCC(c1cccs1)S(=O)(=O)c1cccs1 (centres undefined)	-1%	2%
COc1ccc(-c2cc(C(=O)NCc3ccccc3)c3c(-c4ccccc4)[nH]nc3n2)cc1	-1%	-2%

5 compounds already listed, ordered by number of heavy atoms, lowest first:
SMILES	TexasRed fluor	TRb-SRC2 inh
O=C(NC1CC(=O)N(c2ccc(Cl)cc2)C1)C(=O)c1c[nH]c2ccccc12 (centres undefined)	0%	0%
Cc1nc(N2CCOCC2)c2c(C(=O)NCc3ccc(Cl)cc3)c(C)oc2n1	1%	-10%
Cc1ccc(S(=O)(=O)N2CCCc3cc(NC(=O)c4ccc(Cl)cc4)ccc32)cc1	0%	0%
O=C(NCC1CCN(Cc2cccc(F)c2)CC1)c1cc2ccc3cccnc3c2[nH]1	1%	-4%
COc1ccc(-c2cc(C(=O)NCc3ccccc3)c3c(-c4ccccc4)[nH]nc3n2)cc1	-1%	-2%

(continued)
SMILES	TexasRed fluor	TRb-SRC2 inh
COc1ccc(-c2nc(C)c(CCNC(=O)C(=O)Nc3ccccc3C#N)s2)cc1OC	1%	-1%
CCOC(=O)c1cnn(-c2ccc(C(=O)Nc3ccc(C(C)=O)cc3)cc2)c1N	1%	-1%
Cc1ccc(C2=NN(CC(=O)NCCCN(CC(C)C)CC(C)C)C(=O)CC2)cc1	-2%	-5%
CCc1ccc(CNC(=O)CN2C(=O)C3CCCCN3c3ccc(C(=O)N4CCCC4)cc32)cc1 (centres undefined)	-1%	6%
Cc1ccc(N2CCN(S(=O)(=O)c3ccc(F)c(C(=O)Nc4ccc(Cl)cc4Cl)c3)CC2C)cc1 (centres undefined)	-3%	-8%
CCOc1ccc(CCNC(=O)C2CCC(CNS(=O)(=O)c3ccc(Cl)cc3)CC2)cc1OCC (centres undefined)	-12%	-1%
COc1ccccc1Cc1nc2ccccc2nc1SCC(=O)N1CCC(C)CC1	0%	4%
COc1ccc(-c2nn(-c3ccc(F)cc3)c3c2cnc2cc4c(cc23)OCO4)cc1	0%	3%
Cc1ccc(-n2ncc(C(=O)NCCc3ccsc3)c2C2CCN(C(=O)OC(C)(C)C)CC2)cc1C	-3%	-5%
O=C(NCCc1ccc(F)cc1)C(=O)NCC(c1cccs1)S(=O)(=O)c1ccc(Cl)cc1 (centres undefined)	2%	-1%
COc1ccc(NC(=O)CC2C(=O)N(c3cccc(OC)c3)C(=O)N2Cc2cccnc2)cc1 (centres undefined)	-1%	1%
O=c1oc(=O)c2cc3c(=O)oc(=O)c3cc12	0%[201 µM]	10%[201 µM]
CC1CCN(C(=O)c2cnn(-c3ccc(Cl)cc3)c2C2CCN(C(=O)OC(C)(C)C)CC2)CC1	-14%	8%
CCn1nnc2cc(C(=O)Nc3cccc(Cl)c3C)ccc21	-1%	1%
CCOc1ccc(NC(=O)c2ccc3c(c2)nnn3C2CCCC2)cc1	0%	5%
COc1ccc(Cn2ccc3nc(C)c(C(=O)NCc4ccc(SC)cc4)cc3c2=O)cc1	-6%	7%
CCc1cccc(C)c1NC(=O)c1cc(S(=O)(=O)N2CCCCCC2)cn1C	2%	-1%
CCc1ccccc1NC(=O)Nc1cc(C(=O)NCc2ccc(C(C)C)cc2)ccc1N1CCCC1	-1%	7%
COc1ccc(-c2nn(-c3ccc(C)c(Cl)c3)c3c2cnc2cc(OC)c(OC)cc23)cc1	-1%	5%
COc1ccc(C2=C(C)C(N3CCC(C(=O)Nc4cc(C)ccc4C)CC3)=NS2(=O)=O)cc1	1%	-2%
CCc1c(C)c2ccc3c(c2oc1=O)CN(Cc1ccccc1)CO3	-3%	8%
Cc1c(Cl)cccc1Cl	0%[201 µM]	0%[201 µM]
COc1cc(C(=O)Nc2cc(C)ccc2OCc2cc(=O)n3cc(C)sc3n2)cc(OC)c1OC	-1%	8%
CC(=O)c1ccc(N2CCN(C(=O)Nc3cn(CC(C)C)c(=O)c4ccccc34)CC2)cc1	-3%	1%
Cc1c(C(=O)N2CCC(C)CC2)c(S(=O)(=O)Nc2ccc(OC(F)(F)F)cc2)c(C)n1C	1%	1%

Other results.
SMILES	TexasRed fluor	TRb-SRC2 inh
Cc1ccc(OCC(=O)N(Cc2nc(-c3ccccc3)no2)C(C)C)cc1C	4%	1%
CCOc1ccc(NC(=O)CSc2nnc(-c3ccc(C)cc3)c(-c3ccc(C)cc3)n2)cc1	-2%	0%
COc1cc(CCNC(=O)c2ccc3c(c2)c(C)c(C)n3Cc2cccc(C)c2)cc(OC)c1OC	-1%	4%
COc1ccc(Cl)cc1Nc1ccc2cc(S(=O)(=O)N3CCCCC3)ccc2n1	2%	-1%
CCCNC(=O)C1CCN(c2nc3ccc(C)cc3[nH]2)CC1	-3%	1%
COc1ccc(CNC(=O)CN2C(=O)CCn3nc(-c4ccccc4)cc32)c(OC)c1	1%	-1%
CCOC(=O)C(CC)Sc1c(CC)cnc2c1c(=O)n(C)c(=O)n2C (centres undefined)	1%	-16%
O=C(CN1C(=O)COc2ccc(S(=O)(=O)Nc3ccccc3)cc21)NCc1ccccc1Cl	0%	1%
COc1ccc(OC)c(NC(=O)c2noc3c2CCCC3)c1	2%	-9%
CCc1cccc(N2C(=O)CS(=O)(=O)C23C(=O)N(Cc2ccccc2)c2ccc(C)cc23)c1 (centres undefined)	1%	0%
CCN1c2ccccc2-c2nc(SCC(=O)Nc3c(C)cc(C)cc3C)ncc2S1(=O)=O	-1%	-1%
O=C(CCC1N=C2c3ccccc3N=C(SCc3ccccc3F)N2C1=O)NC1CCCCC1 (centres undefined)	-3%	7%
CC1=C(C(=O)Nc2ccccc2C)C(c2cccnc2)n2nc(SCc3ccccc3)nc2N1 (centres undefined)	-3%	-1%
COc1ccc2ncc3c(-c4ccc(C)c(C)c4)nn(CC(=O)NC4CCCCC4)c3c2c1	1%	7%
O=C(O)c1cc(O)c2ccccc2c1O	?	?
O=S(=O)(Nc1cccc(-c2ccc(N3CCOCC3)nn2)c1)c1ccccc1C(F)(F)F	-1%	2%
CC(=O)C1(O)Cc2c(O)c3c(c(O)c2C(OC2CC(N)C(O)C(C)O2)C1)C(=O)c1c(O)cccc1C3=O (centres undefined)	45µM*[fluorescent]	25µM*
O=C(NCc1ccccc1Cl)C(=O)NCC(c1ccco1)S(=O)(=O)c1cccs1 (centres undefined)	1%	8%
Cc1cc(C)n(-c2nnc(Nc3cc(Cl)ccc3C)c3ccccc23)n1	-1%	-5%
COc1cc(Cl)c(NC(=O)C(NS(=O)(=O)c2cccs2)C(C)C)c(OC)c1 (centres undefined)	-1%	-10%
COc1ccc(C(CC(=O)Nc2ccc(F)c(Cl)c2)N2Cc3ccccc3C2=O)cc1OC (centres undefined)	-2%	7%
CCn1cc2nc(SCC(=O)Nc3ccccc3F)n(Cc3ccc(C)cc3)c(=O)c2n1	-3%	10%
COc1cc(-c2ccno2)ccc1S(=O)(=O)N1CCN(c2ccc(F)cc2)CC1	0%	8%
CCOc1ccc(C(=O)Nc2ccc(-c3nc4cc(C)ccc4o3)cc2)cc1	-1%	-6%

Bioassay records from PubChem.
